SENP1 FRET inh – SENP1 (human) catalytic domain inhibition | Q9P0U3 | recombinant SENP1 catalytic domain, CyPet-SUMO1-YPet FRET cleavage | inhibition, % at 10 µM | 0.21% of 360,000 active;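 active = inhibition at least 30% at 10 µM, raw YFP signal under a set limit, fluorescence ratio 0.5 to 1.5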;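 note: 0% = enzyme with DMSO and 100% = no enzyme wells; some results filed as inactive read as strong as hits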
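Compound: 10 µM single point, 0.5% DMSO; Test system: hSENP1 catalytic domain, recombinant; Timing: 50 min reaction at room temperature; Technique: FRET, CFP and YFP emission; Control set: no-enzyme wells low, DMSO-plus-enzyme wells high control.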
SENP6 block – inhibitors of human SENP6 protease. Q9GZR1. 1.8% of 330,000 active. inhibition, % at 10 µM. Recombinant SENP6 catalytic domain, aminoluciferin luminescence. AID 2599;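 active = inhibition above about 50% at the single tested dose, limit read from the data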;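 note: plate controls were DMSO wells with enzyme for no effect and DMSO wells lacking enzyme for full effect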
Target sequence (Q9GZR1 628-1112 limits assumed): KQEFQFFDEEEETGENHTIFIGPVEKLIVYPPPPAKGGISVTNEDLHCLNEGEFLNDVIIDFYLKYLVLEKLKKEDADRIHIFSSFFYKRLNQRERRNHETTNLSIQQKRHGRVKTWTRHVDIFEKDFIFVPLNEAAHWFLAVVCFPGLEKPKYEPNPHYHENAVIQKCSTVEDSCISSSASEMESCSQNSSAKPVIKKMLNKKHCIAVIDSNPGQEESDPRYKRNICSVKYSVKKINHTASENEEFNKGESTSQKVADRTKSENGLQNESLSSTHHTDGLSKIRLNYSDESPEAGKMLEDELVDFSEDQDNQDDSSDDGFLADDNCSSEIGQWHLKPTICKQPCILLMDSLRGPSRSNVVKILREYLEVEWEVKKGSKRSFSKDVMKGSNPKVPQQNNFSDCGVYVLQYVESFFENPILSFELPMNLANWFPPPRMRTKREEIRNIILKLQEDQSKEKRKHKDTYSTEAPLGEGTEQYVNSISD
SENP8 block-1 – inhibitors of human SENP8 protease; Q96LD8; purified SENP8, Z-RLRGG-aminoluciferin cleavage, luminescence; inhibition, % at 10 µM; 1.2% of 330,000 active; AID 2540; in the data active = inhibition above about 50%
Apaf-1 inh – blocks human Apaf-1 apoptosome activity. inhibition, % at 20 µM. O14727. 0.71% of 330,000 active. reconstituted apoptosome caspase-3 activity, DEVD-Rh110 fluorescence; active = inhibition of at least 40% at 20 µM;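 note: plate controls were DMSO wells for no effect and DEVD-CHO caspase inhibitor wells for full effect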
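Assay system: Apoptosome proteins | Medium: pH 7.5 Hepes buffer with CHAPS, BSA, DTT | Also added: Cytochrome c and DEVD-Rh110 substrate | Times: 30 min plus 50 min, RT | Detection: Rhodamine 110 fluorescence at Ex 480/Em 540 nm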
SENP8 block-2 – blocks human SENP8 cleavage of Nedd8 substrate | inhibition, % at 20 µM | AID 602440 | recombinant SENP8, Nedd8 substrate fluorescence | 0.64% of 360,000 active; in the data active = inhibition mostly above about 40%, no sharp cut-off; inactive = mostly below about 27%
PfG6PD inh – PfG6PD (Plasmodium falciparum) enzyme inhibition; PfGluPho enzyme, NADPH resazurin-diaphorase fluorescence; inhibition, % at 20 µM; 0.78% of 350,000 active; AID 504690;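 active = inhibition reaching at least a set limit at 20 µM in the primary screen, cut at about 59% in these data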;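 note: 0% = DMSO wells with substrate and 100% = DMSO wells lacking glucose-6-phosphate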
SENP7 block – SENP7 protease inhibition. 1.5% of 330,000 active. recombinant SENP7, Z-RLRGG-aminoluciferin luminescence, 40 min. inhibition, % at 5 µM;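 active = inhibition above about 50% at the single test dose, limit read from the data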;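 note: plate controls were DMSO with enzyme for no effect and no enzyme buffer wells for full effect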
Target sequence (Q9BQF6 706-1050 limits assumed): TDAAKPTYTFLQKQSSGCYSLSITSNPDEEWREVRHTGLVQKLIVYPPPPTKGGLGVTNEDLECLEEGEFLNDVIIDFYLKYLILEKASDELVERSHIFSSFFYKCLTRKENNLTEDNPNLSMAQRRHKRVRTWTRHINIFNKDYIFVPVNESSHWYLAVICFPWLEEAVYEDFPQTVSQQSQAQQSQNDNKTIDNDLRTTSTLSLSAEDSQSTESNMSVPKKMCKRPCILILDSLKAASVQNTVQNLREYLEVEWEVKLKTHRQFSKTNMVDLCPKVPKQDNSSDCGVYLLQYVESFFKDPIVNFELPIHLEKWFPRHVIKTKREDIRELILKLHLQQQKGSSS
HKDC1 inhibitor – inhibitors of human hexokinase HKDC1; Q2TB90; inhibition, % at 20 µM; 0.16% of 340,000 active; recombinant HKDC1, G6PDH/diaphorase resazurin coupled fluorescence; AID 493160;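 active = inhibition above about 35% when tested at 20 µM, limit read from the data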;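 note: plate controls were DMSO wells with enzyme for no effect and DMSO wells lacking enzyme for full effect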
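test system = in-house recombinant HK5 (HKDC1) enzyme | amount = HKDC1 at 5 µg/mL | control set = DMSO-enzyme wells negative, buffer-substituted wells positive | compound = one dose of 20 µM, 1% DMSO | schedule = reaction time 90 min, room temperature, protected from light | technique = resorufin fluorescence at 613 nm | reagent = glucose with 1 mM ATP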
NLRP3 yeast inh – NALP3 inhibition in yeast. Yeast reconstituted NLRP3/ASC/caspase-1, beta-gal luminescence, 24 h. inhibition, % at 10 µM. 0.39% of 330,000 active. AID 2825;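 active = inhibition of 50% or more; inactive = inhibition below 50%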;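 note: plate controls were induced DMSO wells for no effect and uninduced yeast grown without galactose for full effect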
Active calls of the source: *; / = no result given; & = joins results of further samples.

SMILES,SENP1 FRET inh,SENP6 block,SENP8 block-1,Apaf-1 inh,SENP8 block-2,PfG6PD inh,SENP7 block,HKDC1 inhibitor,NLRP3 yeast inh
COCCCn1c(=O)c2sccc2n(Cc2ccccc2)c1=O,2,-1,0,-5,12,-13,-7,1,5
Cc1cc(=O)n(Cc2ccccc2)c(O)c1C#N,-7,-30,-4,18,-119,3,-11,4,4
COc1ccc(OC)c(Nc2nc(N)nc(CSc3nnc(-c4ccncc4)o3)n2)c1,/,14,7,-4,/,/,-4,/,-2
O=C(CCN1CCN(C(=O)c2ccco2)CC1)Nc1ccc(F)cc1,0,-6,-4,0,15,-8,2,-6,4
Cc1ccc(-c2nc(CS(=O)(=O)CC(=O)N3CCN(C)CC3)c(C)o2)cc1,1,1,-12,-12,7,-4,-2,-2,-3
COc1ccc2[nH]c3c(c2c1)CCNC3c1ccc([N+](=O)[O-])o1 (stereo not drawn),-27,1,-2,2,-88,52,-3,2,15
CCc1ccc(C2C(C#N)=C(N)OC3=C2C(=O)CCC3)s1 (stereo not drawn),-11,-26,-17,8,5,22,-5,2,11
CC(C)OCCCN1C=C2C(=O)C(C)(OC(=O)CCc3ccccc3)C(=O)C=C2C=C1c1ccc(C#N)cc1 (stereo not drawn),/,8,11,13,/,81*,-2,29,-6
CCOc1ccc(/C=N/NC(=O)Cn2ccnc2C)cc1,1,-10,7,0,14,4,-4,-1,9
CCOC(=O)C1(CCCc2ccccc2)CCN(C(=O)Cc2nonc2C)CC1,0,-26,5,16,-372,2,4,1,18
C/C(=N\OCC(=O)O)c1ccc(Cl)cc1,1,-26,5,-13,24,-9,2,-4,7
Cc1cccc(CNc2ncnc3[nH]ncc23)c1,-1,/,/,/,-39,5,/,-1,/
O=C(COc1ccccc1Cl)NCCCNC(=O)c1ccccn1,0,-12,13,-10,4,1,5,-3,12
COc1ccc(CNC(=O)/C=C/c2ccc(OCCCF)cc2)cc1,0,-2,-1,-7,18,-8,-8,-3,28
CN(C)c1oc(-c2ccc(OCc3ccc(Cl)cc3)cc2)nc1C#N,2,8,-1,-19,-289,-2,1,13,-6
Cc1nn(-c2ccccc2)c(Cl)c1C(=O)NCC1CCCO1 (stereo not drawn),1,-7,5,-15,-3,-3,11,-4,22
O=C(N1CCOCC1)N1CCN(C(=O)N(c2ccccc2)c2ccccc2)CC1,-1,-9,-6,-18,9,-4,6,-2,11
CC(=O)Nc1ccc(S(=O)(=O)Nc2ccc(S(=O)(=O)Nc3nccs3)cc2)cc1,1,-8,3,-1,1,-53,-2,1,16
COc1ccc(CCNC(=O)COc2ccc(-c3ccccc3)cc2)cc1OC,4,-27,-12,11,8,11,-4,-2,18
Nc1nc(NCc2ccco2)nc(Nc2ccc(F)cc2)c1[N+](=O)[O-],2,-11,-3,-13,-12,-16,-5,5,14
COc1ccc(NC(=O)C2CCCC2)cc1S(=O)(=O)N1CCOCC1,1,6,2,1,14,1,5,3,4
COc1ccc(C(=O)NC(=S)Nc2cc(C)ccn2)cc1[N+](=O)[O-],1,-28,-1,0,9,2,-6,-1,18
Brc1ccc(OCc2nnnn2-c2ccccc2)cc1,-2,-4,0,11,15,7,7,-8,-29
Cc1cccc(C)c1NC(=S)NC(C)(C)CO,2,5,1,-7,11,8,6,-4,7
CCCn1c(=O)c(Br)cn(-c2ccccc2C)c1=O,1,-9,2,-7,4,-6,9,-1,16
CCCCNCCOCCOc1ccc(C)cc1Br,0,-1,-4,-17,9,-13,5,2,30
COc1ccc(S(=O)(=O)N2CCOCC2)cc1NC(=O)Cc1coc2cc(C)ccc12,-6,2,-2,18,-16,-4,-9,-2,12
COc1ccc(C2=NOC(C)(c3sc(-c4ccc(Cl)cc4)nc3C)C2)cc1 (stereo not drawn),/,-17,-17,11,/,7,-8,-2,10
COc1ccc(-n2nnnc2SCC(=O)N(C)C2CCS(=O)(=O)C2)cc1 (stereo not drawn),3,-7,-13,4,3,-4,-13,-8,2
NC(N)=N/N=C/c1ccc(Cl)cc1Cl,2,-10,-6,0,34,-1,8,0,7
COC(=O)c1ccc2nc(NC(=O)C3CCCCC3)sc2c1,2,-16,-1,5,13,-10,5,0,18
Cc1nn(-c2ccc(F)cc2)c(Cl)c1/C=N/NC(=O)c1cccc(S(=O)(=O)N2CCCC2)c1,0,-1,-5,17,-14,-10,0,-6,14
CC1(C)CC(=O)C=C(NCC2CCCO2)C1 (stereo not drawn),-2,-34,-7,-8,-4,-1,-7,-12,11
CCOc1ccc(NC(=O)CN(C)C(=O)CCNC(=O)c2ccco2)cc1OCC,1,-9,4,-5,13,5,1,1,17
Cc1ccc(C)c(NC(=O)Cn2nnc(C(=O)NCc3ccco3)c2N)c1,5,-13,-12,-3,6,1,-16,-8,16
CCOc1ccc(C(=O)NCC(=O)OCc2nnc(-c3ccccc3)o2)cc1OCC,0,-18,1,-5,4,-15,3,3,18
CCc1ccc(NC(=O)COc2ccc(/C=C(/C#N)c3nc4ccccc4[nH]3)cc2OC)cc1,-28,-34,5,-3,-381,-23,1,-1,-9
C1=Nc2ccccc2CN1c1ccccc1,2,-9,-7,10,12,5,-4,-5,-8
CCOC(=O)C(=Cc1ccc(Br)cc1)C(=O)OCC,4,/,/,/,17,26,/,12,/
COCCCNC(=S)NNC(=O)c1ccoc1C,1,0,2,-1,20,4,1,-12,15

A stretch of the results above, for reference:
SMILES,SENP1 FRET inh,SENP6 block,SENP8 block-1,Apaf-1 inh,SENP8 block-2,PfG6PD inh,SENP7 block,HKDC1 inhibitor,NLRP3 yeast inh
COCCCn1c(=O)c2sccc2n(Cc2ccccc2)c1=O,2,-1,0,-5,12,-13,-7,1,5
Cc1cc(=O)n(Cc2ccccc2)c(O)c1C#N,-7,-30,-4,18,-119,3,-11,4,4
COc1ccc(OC)c(Nc2nc(N)nc(CSc3nnc(-c4ccncc4)o3)n2)c1,/,14,7,-4,/,/,-4,/,-2

More records
SMILES,SENP1 FRET inh,SENP6 block,SENP8 block-1,Apaf-1 inh,SENP8 block-2,PfG6PD inh,SENP7 block,HKDC1 inhibitor,NLRP3 yeast inh
O=C(CSc1ccccn1)N1CCCC(Nc2ccccc2)C1 (stereo not drawn),0,-7,2,3,6,12,9,-2,8
COc1cc(CN2CCCC(N3CCc4ccccc4C3)C2)c(Cl)cc1O (stereo not drawn),-5,14,-1,6,17,3,-2,-1,-65
O=C(COc1ccc(Cl)cc1Cl)N1CCNC1=O,2,0,-6,3,11,-9,-5,-8,24
COc1ccc(C(C)=NNC(=O)c2cccc(S(=O)(=O)N3CCCC3)c2)cc1,1,-7,-17,11,14,2,-6,-8,-4
O=C(CSc1nnc(CCCO)n1-c1ccccc1)Nc1nccs1,2,8,-10,-16,7,15,-1,-6,-9
CC1CCN(C(=O)NC(=O)c2ccc(Cl)cc2)CC1,1,5,0,10,9,3,5,-3,8
Cc1ccc(C(=O)NC2CCCCCCC2)cc1S(=O)(=O)N1CCOCC1,-1,0,-6,9,-2,16,-6,-1,15
CCOC(=O)c1c(SC)nc(SC)c2c1CCC2,-3,-10,-7,17,-7,-11,2,1,5
CCN(CC)C(=O)Cn1cc(S(=O)(=O)CC(=O)NC2CCCCC2)c2ccccc21,1,-5,3,6,17,-8,-5,-7,-18
CCc1nnc(NC(=O)CSc2nnc(-c3ccco3)n2CC)s1,1,-13,2,3,26,-23,2,4,10
COc1ccc(Br)cc1C(=O)Nc1ccc(C(=O)NCC(C)C)cc1,3,0,1,-2,2,6,-4,-9,26
O=C(COC(=O)C1(c2ccc(Cl)cc2)CCCC1)Nc1ncc(C(F)(F)F)cc1Cl,-2,8,-3,27,8,6,-6,2,-5
CCc1ccc(CNC(=O)C2CC(=O)N(C3CCCC3)C2)cc1 (stereo not drawn),0,8,8,-4,13,-18,3,-3,7
COC(=O)C(C#N)c1nc2ccccc2nc1N1CCCC1 (stereo not drawn),-19,-14,3,27,-234,-15,2,4,34
Cc1ccc(NC(=O)C2CCCN(S(=O)(=O)c3cnc[nH]3)C2)cc1F (stereo not drawn),4,-3,2,-3,3,6,2,-3,-4
Cc1cn(-c2cc(C(=O)Nc3ccc(C)c(NC(=O)C(=O)c4c[nH]c5ccccc45)c3)cc(C(F)(F)F)c2)cn1,0&1,-13,-14,2,-2&2,-30&4,13,2,19
O=C(NCCCc1ccccc1)c1cccc(NC(=O)C2CCCCC2)c1,4,/,/,/,9,-2,/,4,/
CCOc1ccc(-c2cc(C(=O)N3CCN(C)CC3)c3ccccc3n2)cc1,1,0,-1,-2,-370,5,4,-10,13
COc1cnc(-c2ccccn2)nc1Oc1cccc(C(F)(F)F)c1,1,-14,-10,11,11,/,-6,/,29
O=C(NNC(=O)C1CC1)c1cc(Br)c(Br)s1,1,-2,2,-3,-2,-3,2,1,11
Cc1ccc(-c2cnc(NC(=O)CCC(=O)N3CCCCC3)n2C)cc1,-1,-13,-6,7,14,-7,7,8,20
CCc1ccc2nc(NC(=O)c3ccc(N4C(=O)CCC4=O)cc3)sc2c1,1,-13,-5,11,-255,0,-3,-7,8
COc1cc(CNCc2ccc(C)cc2)cc(OC)c1OC,2,11,15,6,17,-12,7,-2,12

Screening data as filed in PubChem.
